Assay outcomes: PubChem, The Scripps Research Institute Molecular Screening Center
TAAR1 antagonist: antagonists of human TAAR1; CHO RD-HGA16 TAAR1, Fluo-8 calcium fluorescence, antagonist; 360,000 compounds, 1.5% hits; AID 624466; inhibition, % at 3 µM;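 active = inhibition above a per-plate cutoff, the mean inhibition of test compounds on that plate plus 3 SD, cut at about 49% in these data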;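 note: 0% = DMSO plus EC80 beta-PEA response and 100% = DMSO alone without agonist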
Target sequence (Q96RJ0 whole entry, looked up): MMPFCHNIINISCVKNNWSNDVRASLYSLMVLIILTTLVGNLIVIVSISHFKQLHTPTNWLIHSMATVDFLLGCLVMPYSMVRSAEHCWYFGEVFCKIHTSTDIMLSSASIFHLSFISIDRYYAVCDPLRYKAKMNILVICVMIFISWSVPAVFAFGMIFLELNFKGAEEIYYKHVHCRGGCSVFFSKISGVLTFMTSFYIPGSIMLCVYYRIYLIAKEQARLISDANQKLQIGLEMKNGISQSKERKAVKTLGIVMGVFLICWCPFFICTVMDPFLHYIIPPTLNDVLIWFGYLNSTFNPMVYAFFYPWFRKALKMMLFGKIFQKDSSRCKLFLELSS
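System: RD-HGA16 CHO cells with stable hTAAR1 and Gα16 | Probe or stimulus: EC80 β-phenethylamine stimulus | Dosing: 3 µM, single point | Times: Dye loading 75 min at 37 °C, then 30 min room temperature | Measured by: Fluo-8 calcium-sensitive fluorescence | Read-out basis: % inhibition of agonist calcium response | Replicates: n of 1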
CHRM1 antagonist: blocks human M1 muscarinic receptor. CHO-K1 hM1, Fluo-8 calcium fluorescence, ACh EC80 antagonist. 360,000 compounds, 1.3% hits. inhibition, % at 3 µM. AID 588852. P11229;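 active = percent inhibition above its own plate's cutoff, namely the mean of that plate's compound wells plus 3 SD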;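 note: peak over basal fluorescence ratio during 140 s after agonist addition; 0% = ACh EC80 plus DMSO and 100% = DMSO alone without agonist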
Target sequence (P11229 whole entry, looked up): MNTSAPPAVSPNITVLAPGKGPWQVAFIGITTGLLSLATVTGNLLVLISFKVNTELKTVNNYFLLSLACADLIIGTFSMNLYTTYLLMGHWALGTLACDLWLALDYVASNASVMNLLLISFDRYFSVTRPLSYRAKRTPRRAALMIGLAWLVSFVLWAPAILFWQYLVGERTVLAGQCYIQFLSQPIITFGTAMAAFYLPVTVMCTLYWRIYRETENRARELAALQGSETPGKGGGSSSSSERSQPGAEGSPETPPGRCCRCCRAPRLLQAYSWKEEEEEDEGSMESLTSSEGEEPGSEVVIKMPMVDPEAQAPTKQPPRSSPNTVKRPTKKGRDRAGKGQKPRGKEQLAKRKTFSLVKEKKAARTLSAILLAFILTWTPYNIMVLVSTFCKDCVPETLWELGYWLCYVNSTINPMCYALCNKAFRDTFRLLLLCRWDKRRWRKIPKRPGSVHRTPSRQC
CHO parental Ca: signal in parental CHO cells, OX1R antagonist counter-screen. inhibition, % at 5.6 µM. 330,000 compounds, 0.63% hits. AID 463079. parental CHO-K1, ATP-induced calcium, Fluo-8 fluorescence;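 active = inhibition above that plate's mean sample inhibition plus 3 SD, cut at about 26% in these data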;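 note: 0% = ATP-challenged DMSO wells and 100% = DMSO wells without ATP; some compounds past the cut are filed as inactive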
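Material: Parental CHO cells | Reagent: ATP | Compound dosing: Single nominal dose of 5.6 µM per compound | Detection: Intracellular calcium via Fluo-8 no-wash fluorescent dye | Read-out: % inhibition of ATP-induced calcium mobilization | Benchmarks: Low control ATP plus DMSO, high control DMSO only | Replicates: Singlicate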
CHRM1 agonist: activates human CHRM1 receptor | P11229 | CHO-K1 hM1, Fluo-8 calcium fluorescence, agonist mode; 0% DMSO, 100% acetylcholine EC100 | 360,000 compounds, 0.33% hits | activation, % at 3 µM;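 active = activation above the run's mean compound activation plus 3 SD, cut at about 16% in these data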;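 note: peak over basal fluorescence ratio within a 140 s kinetic read after compound addition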
OXTR potentiate: potentiates the human oxytocin receptor response | 320,000 compounds, 0.061% hits | AID 2445 | CHO-OTR cells, Fluo-8 calcium fluorescence, potentiator mode; 0% = oxytocin EC15, 100% = EC100 | activation, % at 3 µM;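 active = activation above that plate's cutoff, the mean activation of tested compounds plus 3 SD, cut at about 6.6% in these data, passing the limit was not always enough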;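 note: 100% uses oxytocin at 75 nM as the full agonist control; some results filed as inactive read as strong as hits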
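Dosing: Single dose, 3.0 µM nominal final compound concentration | Material: Human OTR in CHO cells | Technique: Kinetic Fluo-8 calcium fluorescence | Benchmarks: EC15 oxytocin alone as 0%, 75 nM oxytocin as 100% | Probe or stimulus: Oxytocin at about EC15, sub-maximal agonist stimulus | Incubation: Compound 6 min at room temperature before oxytocin, 100 s read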
TAAR1 agonist: agonists of human TAAR1 | Q96RJ0 | CHO RD-HGA16 TAAR1, Fluo-8 calcium fluorescence; vehicle wells 0%, saturating PEA agonist 100% | activation, % at 3 µM | 360,000 compounds, 0.99% hits;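 active = activation above the mean activation of all test compounds in the run plus 3 SD, cut at about 38% in these data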
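Repeats: no replicates (n 1) | Material: CHO-derived RD-HGA16 cells with stable Gα16 and human TAAR1 | Technique: Kinetic Fluo-8 calcium fluorescence | Schedule: 17-24 h seeding, 75 min 37 °C dye, 30 min RT | Evaluation: % activation from peak over basal fluorescence ratio, DMSO-to-PEA scaled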
M1 PAM parental: counter-screen for M1 PAMs: effect in parental CHO-K1 cells; 360,000 compounds, 0.02% hits; ATP EC20, Fluo-8 calcium fluorescence; 0% at ATP EC20, 100% at ATP max; AID 602247; activation, % at 3 µM;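 active = activation above the run cutoff, the mean activation of all test compounds plus 3 SD, cut at about 40% in these data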;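 note: peak over basal fluorescence ratio in a 140 s read after ATP addition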
CHO-K1 Ca antag: M1 antagonist counterscreen hit in parental CHO-K1 cells; inhibition, % at 3 µM; 360,000 compounds, 0.6% hits; ATP-induced calcium, Fluo-8 fluorescence; AID 602250;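 active = inhibition above a per-plate cutoff, the plate's mean sample inhibition plus 3 SD, cut at about 24% in these data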;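 note: 0% = DMSO plus EC80 ATP and 100% = DMSO alone without ATP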
M1 ag parental: M1 agonist counterscreen hit in parental CHO-K1 cells. Fluo-8 calcium fluorescence; scaled to maximal ATP response, vehicle zero. activation, % at 3 µM. 360,000 compounds, 0.48% hits. AID 602248; in the data active = activation above about 15%;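 note: untransfected CHO-K1 host cells lacking M1 receptor as counterscreen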
* = called active by the depositor; · = not tested or not shown.

Letters – A = TAAR1 antagonist; B = CHRM1 antagonist; C = CHO parental Ca; D = CHRM1 agonist; E = OXTR potentiate; F = TAAR1 agonist; G = M1 PAM parental; H = CHO-K1 Ca antag; I = M1 ag parental
c1ccc(OCc2nn3c(-c4n[nH]c5c4CCC5)nnc3s2)cc1
  A: -7	B: -4	C: -26	D: -1	E: -5	F: 1	G: 15	H: -14	I: 1.3

CN(c1ccccc1)S(=O)(=O)c1ccc(NC(=S)NC(=O)C2CC2)cc1
  A: 10	B: 8	C: -6	D: -11	E: -9	F: 5	G: 16	H: -8	I: 2.3

O=C(c1ccco1)N(Cc1ccccc1)c1cccc([N+](=O)[O-])c1
  A: -7	B: -7	C: -14	D: -11	E: 4	F: 8	G: 13	H: 2	I: 0.3

CCOc1ccc(CN2CCN(c3ncnc4scc(-c5ccccc5)c34)CC2)cc1
  A: -29	B: 9	C: ·	D: 22*	E: ·	F: 1	G: 1	H: -9	I: -0.2

O=C(CC1CCCC1)Nc1nnc(C2CC2)s1
  A: -13	B: -9	C: -18	D: -4	E: -2	F: 4	G: 2	H: -14	I: 0.1

Cc1ccccc1-n1c(=O)n(Cc2ccco2)c(=O)c2[nH]cnc21
  A: -19	B: -17	C: -9	D: -7	E: -2	F: 1	G: 9	H: -12	I: 1.6

O=C(O)C1CCN(C(=O)c2ccccc2C(=O)N2CCC(C(=O)O)CC2)CC1
  A: -5	B: 5	C: -3	D: -1	E: -6	F: 1	G: 15	H: -15	I: 0.5

Nc1nc(SCC(=O)NC2CCCCC2)[nH]c(=O)c1-c1ccccc1
  A: -29	B: -6	C: -15	D: -3	E: -3	F: 1	G: 5	H: -7	I: 0.1

CCOC(=O)c1ccc(CNCc2ccc(Br)cc2)cc1
  A: -21	B: 65*	C: -12	D: 3	E: -7	F: 3	G: -11	H: 9	I: 0.2

CN(C)CCCNC(=O)c1ccc(-c2cc(O)c3ncccc3c2)cc1
  A: 0	B: -7	C: -1	D: -5	E: -6	F: 3	G: 18	H: -18	I: 0.4

CN(C)C(CNS(=O)(=O)c1ccc2ccccc2c1)c1ccccc1 (stereo not drawn)
  A: 10	B: -3	C: -17	D: -6	E: -8	F: 7	G: 10	H: -14	I: 3.5

O=c1c2ccccc2[nH]c(=S)n1Cc1ccccc1
  A: 22	B: 2	C: -9	D: -5	E: 0	F: -1	G: -15	H: 7	I: -0.1

c1ccc(Cn2nnc3c(N4CCC5(CC4)OCCO5)ncnc32)cc1
  A: 3	B: 2	C: -8	D: -3	E: -9	F: 10	G: 16	H: -3	I: 2.2

Cc1ccc(-c2nnc(SCc3nc4ccccc4[nH]3)n2Cc2ccco2)cc1
  A: 27	B: 0	C: -14	D: -5	E: -3	F: 14	G: -4	H: -6	I: 1.4

COC(=O)CN(C)C(=O)c1cccc(OC2CCN(S(=O)(=O)N(C)C)CC2)c1
  A: 2	B: -4	C: -14	D: -2	E: 0	F: 4	G: 20	H: -9	I: 3.2

Cn1c(C=O)c(-c2ccc3cc[nH]c3c2)c2ccccc21
  A: 1	B: 16	C: 7	D: -2	E: -2	F: 4	G: -15	H: -3	I: -0.1

Cc1ccc(CNC(=O)C2CC(c3ccccc3C(F)(F)F)=NO2)cc1 (stereo not drawn)
  A: 9	B: 0	C: -12	D: -2	E: -8	F: 10	G: 20	H: 11	I: -0.9

Cc1c(C(=O)CN2CCN(c3ccccc3)CC2)c2ccccc2n1C
  A: -6	B: 0	C: -6	D: -3	E: -20	F: 1	G: -15	H: -7	I: 0.3

COCCN1C=C2C(=O)C(C)(OC(=O)CCC(=O)OC)C(=O)C=C2C=C1C1CC1 (stereo not drawn)
  A: ·	B: -9	C: 9	D: 1	E: -9	F: ·	G: 20	H: -21	I: 0.9

Cc1c(CC(=O)NC(C)C)c(=O)oc2cc3c(cc12)CCC(C)(C)O3
  A: -1	B: -6	C: -1	D: -7	E: -7	F: 3	G: 13	H: -10	I: 1.5

COCCNC(=O)CNC(=O)c1nn(-c2ccc(OC)c(Cl)c2)c(=O)c2ccccc12
  A: 10	B: -8	C: -14	D: 0	E: -13	F: 3	G: 20	H: -16	I: 1.9

CCCCC(=O)N(Cc1nc2sc(C)c(C)c2c(=O)[nH]1)C1CCCC1
  A: -3	B: -3	C: -30	D: -6	E: -12	F: 14	G: 22	H: -12	I: 5.1

COc1ccccc1C(CCNS(=O)(=O)c1ccc(C)cc1)c1ccco1 (stereo not drawn)
  A: 12	B: -5	C: -25	D: -4	E: -15	F: 2	G: 11	H: -11	I: 1.0

Cc1ccc(S(=O)(=O)N2CCN=C2c2ccccc2)cc1C
  A: 4	B: -13	C: -17	D: -1	E: -3	F: 6	G: 16	H: -8	I: 0.5

Brc1cccc(C2Nc3cccc4cccc(c34)N2)c1
  A: -4	B: -12	C: -7	D: -2	E: -9	F: 2	G: -6	H: -7	I: 0.3

Single records, as listed above.
Shown for `O=C(O)C1CCN(C(=O)c2ccccc2C(=O)N2CCC(C(=O)O)CC2)CC1` : TAAR1 antagonist = -5; CHRM1 antagonist = 5; CHO parental Ca = -3; CHRM1 agonist = -1; OXTR potentiate = -6; TAAR1 agonist = 1; M1 PAM parental = 15; CHO-K1 Ca antag = -15; M1 ag parental = 0.5
Shown for `Cc1c(CC(=O)NC(C)C)c(=O)oc2cc3c(cc12)CCC(C)(C)O3` : TAAR1 antagonist = -1; CHRM1 antagonist = -6; CHO parental Ca = -1; CHRM1 agonist = -7; OXTR potentiate = -7; TAAR1 agonist = 3; M1 PAM parental = 13; CHO-K1 Ca antag = -10; M1 ag parental = 1.5
Shown for `Cc1ccc(CNC(=O)C2CC(c3ccccc3C(F)(F)F)=NO2)cc1` (stereo not drawn) : TAAR1 antagonist = 9; CHRM1 antagonist = 0; CHO parental Ca = -12; CHRM1 agonist = -2; OXTR potentiate = -8; TAAR1 agonist = 10; M1 PAM parental = 20; CHO-K1 Ca antag = 11; M1 ag parental = -0.9

Other results follow.
Letters – A = TAAR1 antagonist; B = CHRM1 antagonist; C = CHO parental Ca; D = CHRM1 agonist; E = OXTR potentiate; F = TAAR1 agonist; G = M1 PAM parental; H = CHO-K1 Ca antag; I = M1 ag parental
CCN1C(=O)CSc2ccc(C(=O)NCc3ccccc3)cc21
  A: -2	B: -2	C: -18	D: -2	E: -4	F: 2	G: 8	H: -13	I: 6.5

CN1CCN(C(c2cccnc2)c2ccc3cccnc3c2O)CC1 (stereo not drawn)
  A: ·	B: -6	C: -30	D: -3	E: -4	F: ·	G: 13	H: 1	I: 0.2

Nc1nc(Nc2ccccc2F)nc(NCc2ccccc2)c1[N+](=O)[O-]
  A: -30	B: -23	C: -27	D: -1	E: -12	F: 4	G: 24	H: -7	I: 2.3

O=C1CC(N2CCSCC2)C(=O)N1c1cccc(Br)c1 (stereo not drawn)
  A: -10	B: 2	C: -13	D: -6	E: -11	F: 7	G: 17	H: -7	I: 0.0

CC(C)C[C@@H](CO)N1CCNCCC1=O
  A: -11	B: 3	C: 1	D: -6	E: -7	F: 1	G: 2	H: -1	I: 0.0

CC(=O)Nc1cccc(NC(=S)Nc2ccc(F)c(Cl)c2)c1
  A: 24	B: 13	C: 2	D: 0	E: -21	F: 18	G: -3	H: 4	I: 5.6

CC12CCC(=O)N1C(C(=O)Nc1nc3c(F)cc(F)cc3s1)CS2 (stereo not drawn)
  A: -12	B: -6	C: -13	D: -2	E: -11	F: 0	G: -5	H: -6	I: 1.7

CC[C@H]1O[C@H](C)CC2=C1C(=O)OC(C)(C)O2
  A: 2	B: ·	C: ·	D: ·	E: ·	F: 3	G: 7	H: -8	I: 0.6

Cc1ccccc1Cn1c(C(C)O)nc2ccccc21 (stereo not drawn)
  A: -14	B: 0	C: -16	D: -4	E: -6	F: 14	G: 20	H: -6	I: 1.9

COc1ccc(-c2c(C)oc3c(CN4CCCC(C)C4)c(O)ccc3c2=O)cc1OC (stereo not drawn)
  A: -18	B: -17	C: ·	D: -6	E: ·	F: 6	G: 5	H: -7	I: 0.4

CCCCN(C)CC(O)Cn1cc(/C=C/C(=O)c2ccc(C)cc2)c2ccccc21 (stereo not drawn)
  A: 23	B: 0	C: 3	D: -1	E: -14	F: 17	G: -8	H: 5	I: 7.7

Nc1[nH]c(C(=O)c2ccccc2)c(-c2ccccc2C(F)(F)F)c1C(=O)NCCc1cccs1
  A: -3	B: ·	C: ·	D: ·	E: ·	F: 48*	G: 12	H: -21	I: 0.2

Cc1ccc(NC(=O)CCCN2C(=O)c3cccc4cccc(c34)C2=O)cc1
  A: 2	B: 3	C: -14	D: -6	E: -7	F: -3	G: 15	H: -4	I: -0.2

O=C1C(Cl)=C(NCCN2CCOCC2)C(=O)c2ccccc21
  A: 19	B: 4	C: 2	D: -6	E: -9	F: 33	G: 7	H: -9	I: 1.3

Cc1cc2nc(-c3cccc(Cl)c3)c(CC(C)(C)C)n2c(C)c1Br
  A: -33	B: -3	C: ·	D: -1	E: ·	F: 0	G: 20	H: 3	I: 0.4

COc1ccc(CNS(=O)(=O)NCc2ccc(C)cc2)cc1
  A: -19	B: -3	C: -13	D: -5	E: 0	F: 1	G: 13	H: -17	I: 0.6

CS(=O)(=O)N1N=C(c2cccs2)CC1c1ccccc1 (stereo not drawn)
  A: -8	B: 4	C: -9	D: -7	E: -6	F: -4	G: 6	H: -9	I: -0.2
